TEAD-YAP block = TEAD-YAP interaction inhibition, primary screen, TEAD-YAP interaction inhibitor project, luminescence, HEK-TIYL cells | TEAD-Gal4/YAP UAS-luciferase luminescence | inhibition, % at 9.12 µM | 1.4% of 640,000 active; in the data active = inhibition above about 32%;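 also: 0% = median of test compound wells and 100% = reference inhibitor wells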
GPR151 ag = activators of human GPR151, primary screen, cell-based, PathHunter beta-arrestin, luminescence. G-protein coupled receptor 151 (Homo sapiens), Q8TDV0. PathHunter beta-arrestin GPR151 cells. activation, % at 11.2 µM. 1% of 650,000 active. AID 1508602, 2020; in the data active = activation above about 4.9%;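 also: 0% = median of compound wells and 100% = cells with positive control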
Target sequence (Q8TDV0 whole entry, looked up): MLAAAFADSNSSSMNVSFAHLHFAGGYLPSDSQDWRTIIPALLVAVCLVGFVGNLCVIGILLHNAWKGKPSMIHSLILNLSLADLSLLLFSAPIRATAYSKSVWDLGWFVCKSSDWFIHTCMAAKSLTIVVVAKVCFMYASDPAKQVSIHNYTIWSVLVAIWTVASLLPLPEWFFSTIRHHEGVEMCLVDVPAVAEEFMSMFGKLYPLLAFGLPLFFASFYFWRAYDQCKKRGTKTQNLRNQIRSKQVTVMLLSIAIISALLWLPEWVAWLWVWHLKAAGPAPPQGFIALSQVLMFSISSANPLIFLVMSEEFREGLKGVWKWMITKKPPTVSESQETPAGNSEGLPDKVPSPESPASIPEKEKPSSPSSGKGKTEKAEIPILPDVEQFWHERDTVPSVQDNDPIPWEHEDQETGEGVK
FBW7 activator = FBW7 E3 ligase activators, primary screen, biochemical, AlphaScreen, human | AlphaScreen FBW7–phospho-cyclin E peptide binding, activator screen | 0.13% of 650,000 active | normalized activity (activation), % at 26.1 µM | F-box/WD repeat-containing protein 7 (Homo sapiens), Q969H0; in the data active = normalized activity above about 1.9%;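 also: purified mutant Fbw7 with reduced substrate affinity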
MITF primary = MITF inhibitors, primary screen, biochemical, AlphaScreen, human. Microphthalmia-associated transcription factor (Homo sapiens), O75030. AlphaScreen MITF homodimerization, bead proximity signal. inhibition, % at 2.6 µM. 0.91% of 650,000 active. AID 1259374, 2018; in the data active = inhibition above about 50%;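 also: 0% = vehicle wells with protein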
Target sequence (O75030 whole entry, looked up): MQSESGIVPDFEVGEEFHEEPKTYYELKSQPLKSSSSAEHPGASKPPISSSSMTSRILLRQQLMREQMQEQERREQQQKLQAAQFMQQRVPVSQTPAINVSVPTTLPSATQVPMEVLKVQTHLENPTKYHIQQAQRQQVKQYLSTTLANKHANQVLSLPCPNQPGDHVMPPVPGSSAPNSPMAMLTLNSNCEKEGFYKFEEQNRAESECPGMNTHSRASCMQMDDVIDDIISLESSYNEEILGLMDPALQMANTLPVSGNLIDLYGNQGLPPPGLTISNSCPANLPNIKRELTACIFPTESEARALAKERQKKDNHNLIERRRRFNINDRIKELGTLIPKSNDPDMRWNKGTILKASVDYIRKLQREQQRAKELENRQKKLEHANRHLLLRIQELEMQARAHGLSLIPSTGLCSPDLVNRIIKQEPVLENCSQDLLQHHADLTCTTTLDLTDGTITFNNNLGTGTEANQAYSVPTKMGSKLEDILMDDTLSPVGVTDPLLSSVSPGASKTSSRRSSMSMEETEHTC
* = called active by the depositor; nt = not tested or not shown. Compounds were not picked by outcome. Share with any hit: about 3.5%.

molecule	TEAD-YAP block	GPR151 ag	FBW7 activator	MITF primary
Cc1cccc(N2C(=O)CC(N3CCN(c4ccccc4)CC3)C2=O)c1 (centres undefined)	-9	2.0	-0.1	9
Cn1c(Nc2nc(NCCN3CCOCC3)c3ncn(Cc4ccc(C(F)(F)F)cc4)c3n2)nc2ccccc21	-4	-0.4	0.2	15
CCCCCCc1cc2cc(-c3nc4ccccc4[nH]3)c(=Nc3ccccc3C)oc2cc1O	-5	-0.9	0.5	22
O=C(c1cccs1)N1CCC(O)(c2cccnc2)CC1	10	-1.3	0.4	5
COc1ccccc1OCCNC(=O)c1cc([N+](=O)[O-])cc([N+](=O)[O-])c1	-4	0.8	0.8	5
COc1cccc(/C=C2/C(=O)NN(c3cccc(C)c3)C2=O)c1	-5	-1.0	0.0	23
O=C1c2ccccc2C(=O)N1CCCCSc1ncnc2sc(-c3ccccc3)cc12	-5	0.4	0.1	-16
Cc1ccc(C)c(C(=O)NC2CCCCC2)c1	-13	0.0	0.1	13
CC(=O)Nn1cc(C(=O)O)c2ccccc2c1=O	-9	-1.3	0.1	8
CCOC(=O)N1CCC(n2c(SCC(=O)c3ccc(Br)cc3)nc3ccsc3c2=O)CC1	-1	0.1	0.0	-1
Cc1nc2c(-c3cccs3)c(C)nn2c(N2CCOCC2)c1C	8	0.0	-0.1	9
CC(C)CN1C(=O)/C(=C/c2c(N3CCCCC3)nc3ccccn3c2=O)SC1=S	-8	1.5	-0.2	-6

The list goes on; the last 3 above are carried over.
molecule	TEAD-YAP block	GPR151 ag	FBW7 activator	MITF primary
CCOC(=O)N1CCC(n2c(SCC(=O)c3ccc(Br)cc3)nc3ccsc3c2=O)CC1	-1	0.1	0.0	-1
Cc1nc2c(-c3cccs3)c(C)nn2c(N2CCOCC2)c1C	8	0.0	-0.1	9
CC(C)CN1C(=O)/C(=C/c2c(N3CCCCC3)nc3ccccn3c2=O)SC1=S	-8	1.5	-0.2	-6
Cc1cc(C)cc(NC(=O)c2ccc3c(=O)n(CCc4ccccc4)c(=S)[nH]c3c2)c1	2	-0.2	0.1	15
CCSC1=NC(=O)/C(=C2/C=Cc3ccccc3N2CC)S1	-14	0.2	-0.5	24
CCOc1ccccc1Nc1nnc(SCC(=O)c2ccc(OC)c(OC)c2)s1	-10	-1.6	0.1	8
CCOC(=O)O[C@]1(C(=O)COC(=O)CC)CC[C@H]2[C@@H]3CCC4=CC(=O)C=C[C@]4(C)[C@H]3[C@@H](O)C[C@@]21C	nt	0.9	0.2	12
COc1ccc(C(=O)NCC(=O)N=Nc2c(O)[nH]c3ccc([N+](=O)[O-])cc23)cc1OC	9	0.0	0.0	12
CCC(c1nnnn1CCc1ccc(OC)c(OC)c1)N1CCN(c2ccccc2)CC1 (centres undefined)	1	0.4	0.0	-11
CCOc1ccc(N/C(SCc2ccc(C)cc2C)=C(/C#N)C(=O)NCc2ccco2)cc1	5	-0.6	-0.2	-1
CCc1cccc(CC)c1NC(=O)CCN1C(=O)C2C3C=CC(C4CC34)C2C1=O (centres undefined)	18	0.2	0.0	1
Cc1cc(C)c2c(n1)nn1c(C)c(CCC(=O)Nc3ccc(CC#N)cc3)c(C)nc21	0	-1.0	1.2	9
COc1cccc(N=Cc2c(O)n(Cc3ccccc3)c(=O)c3ccccc23)c1	8	2.4	0.2	2
CCCn1c(=O)c2sccc2n2c(CCC(=O)N3CC=C(c4ccccc4)CC3)nnc12	6	1.0	0.1	-7
CCOC(=O)c1cc2c(=O)n3ccccc3nc2n(C)c1=NC(=O)c1cccc([N+](=O)[O-])c1	1	-0.8	-0.1	4
CC(C)c1ccc(NC(=O)C(c2ccc3c(c2)OCO3)N2CCN(C(=O)c3ccco3)CC2)cc1 (centres undefined)	-1	1.0	1.0	14
CCSc1nc2c(c(=O)[nH]c(=O)n2C)n1CCCc1ccccc1	0	0.8	0.4	5
Cc1ccc(OCC(=O)Nc2ccc(-c3nc4cc(C(C)C)ccc4o3)cc2)cc1C	5	1.4	-0.1	6
COc1ccc(-c2cc(C(F)(F)F)n3nc(C(=O)NCCN4CCOCC4)c(Cl)c3n2)cc1OC	-4	1.3	0.1	1
Cc1ccc(NC(=O)N(CC(=O)Nc2sc(C)c(C)c2C(N)=O)C2CCCC2)cc1	-22	0.3	0.6	-2
COc1cc(OC)c(C(=O)N2CCN(c3ccc([N+](=O)[O-])cc3)CC2)cc1OC	16	0.7	-0.2	14
O=C1/C(=C/c2ccc3c(c2)OCO3)CS(=O)(=O)c2ccccc21	-14	0.0	0.1	9
Cc1cc(C)c(C#N)c(SCc2ccc(C#N)cc2)n1	-2	1.1	0.0	-13
O=C(CCCCCn1c(=S)[nH]c2ccc(Br)cc2c1=O)NCc1cccnc1	-10	1.9	-0.1	-8
Cc1nc(NCc2ccccc2F)c2nnn(Cc3ccccc3F)c2n1	3	1.1	0.0	13
COc1ccc2oc(-c3cccc(NC(C)=O)c3)nc2c1	40*	-8.4	0.0	-2
O=C(CSc1nc2c(c(=O)n1CCc1ccccc1)SCC2)c1ccccc1	4	1.5	0.1	-7
COC(=O)c1cc(C(=O)c2cc(Cl)ccc2O)coc1=N	3	-0.4	0.0	-2
O=C1CCN(c2nc(-c3ccccc3)nc3ccccc23)CC1	4	0.3	-0.2	0
CCOC(=O)C1=C(C)N=c2s/c(=C/c3ccc(-c4ccc(Br)cc4[N+](=O)[O-])o3)c(=O)n2C1c1ccccc1 (centres undefined)	-7	-0.2	0.0	10
O=C(CSc1nc2ccccc2s1)N1CCN(c2ccccc2)CC1	9	0.4	-0.1	-5
O=[N+]([O-])c1ccc(C2NN=C(c3ccccc3)S2)cc1 (centres undefined)	-37	-1.0	0.7	21
O=C1NC(=O)C2(CCSc3ccc(F)cc32)N1 (centres undefined)	-1	-1.4	0.8	10
O=C(Nc1nonc1C(=O)c1ccccc1)c1ccccc1F	2	2.1	-0.1	1
O=C(Nc1ccc(Cl)cc1)c1cc2nc(-c3ccc(Cl)cc3)cc(C(F)(F)F)n2n1	3	0.0	0.1	21
COCCOC(=O)C1=C(C)NC2=C(C(=O)CC(C)(C)C2)C1c1ccc(C(=O)OC)cc1 (centres undefined)	1	0.4	0.2	7
O=C(Cn1cc2c(n1)CCCC2)NCCc1ccc(Cl)cc1	5	0.0	0.0	2
CCc1nc2sccn2c(=O)c1C(=O)NCc1ccco1	7	-0.3	0.7	4
COc1ccc(/C=N\NC(=O)CNc2ccccc2C)cc1Cl	-17	0.8	0.9	16
COc1ccc(C2C3CCCC=C3C(C#N)=C(N)C2(C#N)C#N)cc1 (centres undefined)	3	1.0	0.1	5
CCOC(=O)c1ccc(N2C(=O)C(CC(=O)Nc3ccc(OC)cc3)N(CCN3CCOCC3)C2=S)cc1 (centres undefined)	5	-0.1	0.1	10
CCc1ccc(NC(=O)C(=O)NCCc2ccc(OC)c(OC)c2)cc1	-3	0.6	0.0	-3
COc1ccc(Nc2ccc(C(=O)O)cc2[N+](=O)[O-])cc1	-9	-0.1	-0.1	6
COc1ccc(CN2C(=O)C3C(C(=O)Nc4ccc(C)c(Cl)c4)C4C=CC3(O4)C2C(=O)NC2CCCC(C)C2C)cc1 (centres undefined)	6	-0.1	0.4	5
CC1CC(=O)Nc2ccc(N)cc2N1C=O (centres undefined)	-6	0.7	0.1	10
O=C(Cn1nnc(-c2ccccc2Cl)n1)N/N=C/c1ccc(Cl)c([N+](=O)[O-])c1	-1	1.1	0.1	-10
O=C(Nc1ccccc1Cl)c1cc2cc(Br)ccc2oc1=O	6	0.9	-0.1	4
O=C(Nc1cc(Oc2ccc(Cl)cc2)cc([N+](=O)[O-])c1)C12CC3CC(C1)CC(n1cnc(Cl)n1)(C3)C2	-14	-1.3	0.1	6
CCC(CC)C(=O)N1CCc2cc(OC)c(OC)cc2C1COc1ccc(C(=O)OC)cc1 (centres undefined)	-31	0.2	0.0	1
CSc1cccc(NC(=O)CSc2nnc(-c3ccc(Cl)cc3)n2N)c1	-3	0.3	0.3	-4
COC(=O)C(CC(C)C)NC(=O)CC1(CC(=O)O)CCCC1 (centres undefined)	-5	-2.1	0.1	16
CCc1ccc(C2C(C#N)=C(N)OC(CSc3nc(C)c(C)c(C)c3C#N)=C2C(=O)OC(C)C)cc1 (centres undefined)	-5	0.6	-0.2	0
COc1ccc(C2CC(c3cccs3)=NN2C(=O)CSc2c[nH]c3ccccc23)cc1 (centres undefined)	-1	-0.1	0.3	14
O=C(CSc1nnc(Cc2cccs2)n1Cc1ccco1)N1CCCC1	6	0.4	0.0	0
CC(=O)NS(=O)(=O)c1ccc(NC(=O)/C=C/C(=O)O)cc1	6	0.0	-0.1	-5
O=C(Cn1cnc2c(cnn2-c2ccccc2)c1=O)N1CCCCC1	3	0.6	0.0	8
COc1ccccc1NC(=O)c1cc(S(=O)(=O)N2CCN(c3cccc(C)c3C)CC2)ccc1F	-4	-1.1	0.0	1
Cc1ccc(NC(=O)C2C3C=CC4(O3)C2C(=O)N(CCCN2CCCC2)C4C(=O)NC2CCCCC2)cc1Cl (centres undefined)	8	-1.0	0.0	-1
O=C(COC(=O)c1c(F)cccc1F)Nc1ccc2c(c1)C(=O)c1ccccc1C2=O	-8	-0.8	0.5	0
O=C(NCC(c1cccs1)N1CCc2ccccc21)c1ccco1 (centres undefined)	2	-1.7	-0.3	14
C=CCn1c(=N)n(CC(O)c2ccc(C)cc2)c2ccccc21 (centres undefined)	6	0.6	0.0	3
CCc1cccc(C)c1NC(=S)N(CCCN1CCN(C)CC1)Cc1cccs1	11	0.7	-0.1	-4
NC(=O)c1cccc(N=Cc2ccccc2[N+](=O)[O-])c1	2	-0.8	0.1	-11

The results go on.
molecule	TEAD-YAP block	GPR151 ag	FBW7 activator	MITF primary
Cc1ccc(NC(=O)CSc2nnc3c(n2)[nH]c2ccccc23)cc1Cl	12	0.8	-0.1	2
O=C(CSc1nc2[nH]ncc2c(=O)n1-c1ccc(Br)cc1)Nc1ccc2c(c1)OCCO2	42*	-1.6	0.0	1
COc1cc(OC)c(NC(=O)c2nn(-c3ccc(Cl)cc3)c(=O)c3ccccc23)cc1Cl	3	-0.2	-0.1	0
CCCCOc1ccc(C(=O)NNc2cc(=O)n(C)c(=O)n2C)cc1	0	1.9	0.2	22

Compounds from the list above with an aryl methoxy group, in the order listed:
molecule	TEAD-YAP block	GPR151 ag	FBW7 activator	MITF primary
COc1ccccc1OCCNC(=O)c1cc([N+](=O)[O-])cc([N+](=O)[O-])c1	-4	0.8	0.8	5
COc1cccc(/C=C2/C(=O)NN(c3cccc(C)c3)C2=O)c1	-5	-1.0	0.0	23
CCOc1ccccc1Nc1nnc(SCC(=O)c2ccc(OC)c(OC)c2)s1	-10	-1.6	0.1	8
COc1ccc(C(=O)NCC(=O)N=Nc2c(O)[nH]c3ccc([N+](=O)[O-])cc23)cc1OC	9	0.0	0.0	12
CCC(c1nnnn1CCc1ccc(OC)c(OC)c1)N1CCN(c2ccccc2)CC1 (centres undefined)	1	0.4	0.0	-11
COc1cccc(N=Cc2c(O)n(Cc3ccccc3)c(=O)c3ccccc23)c1	8	2.4	0.2	2
COc1ccc(-c2cc(C(F)(F)F)n3nc(C(=O)NCCN4CCOCC4)c(Cl)c3n2)cc1OC	-4	1.3	0.1	1
COc1cc(OC)c(C(=O)N2CCN(c3ccc([N+](=O)[O-])cc3)CC2)cc1OC	16	0.7	-0.2	14
COc1ccc2oc(-c3cccc(NC(C)=O)c3)nc2c1	40*	-8.4	0.0	-2
COc1ccc(/C=N\NC(=O)CNc2ccccc2C)cc1Cl	-17	0.8	0.9	16
COc1ccc(C2C3CCCC=C3C(C#N)=C(N)C2(C#N)C#N)cc1 (centres undefined)	3	1.0	0.1	5
CCOC(=O)c1ccc(N2C(=O)C(CC(=O)Nc3ccc(OC)cc3)N(CCN3CCOCC3)C2=S)cc1 (centres undefined)	5	-0.1	0.1	10
CCc1ccc(NC(=O)C(=O)NCCc2ccc(OC)c(OC)c2)cc1	-3	0.6	0.0	-3
COc1ccc(Nc2ccc(C(=O)O)cc2[N+](=O)[O-])cc1	-9	-0.1	-0.1	6
COc1ccc(CN2C(=O)C3C(C(=O)Nc4ccc(C)c(Cl)c4)C4C=CC3(O4)C2C(=O)NC2CCCC(C)C2C)cc1 (centres undefined)	6	-0.1	0.4	5
CCC(CC)C(=O)N1CCc2cc(OC)c(OC)cc2C1COc1ccc(C(=O)OC)cc1 (centres undefined)	-31	0.2	0.0	1
COc1ccc(C2CC(c3cccs3)=NN2C(=O)CSc2c[nH]c3ccccc23)cc1 (centres undefined)	-1	-0.1	0.3	14
COc1ccccc1NC(=O)c1cc(S(=O)(=O)N2CCN(c3cccc(C)c3C)CC2)ccc1F	-4	-1.1	0.0	1
COc1cc(OC)c(NC(=O)c2nn(-c3ccc(Cl)cc3)c(=O)c3ccccc23)cc1Cl	3	-0.2	-0.1	0
